Source: PubChem
MMP-13 inhibitor = inhibitors of human MMP13 | inhibition, % at 4 µM | 65,000 tested, 0.07% active | MMP-13 fTHP FRET cleavage, Mca fluorescence | P45452;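 active = inhibition above the mean of compound-free control plate wells plus 3 SD, cut at about 14% in these data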;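 note: 0% = DMSO wells and 100% = wells with reference MMP-13 inhibitor after basal subtraction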
NADH enzymes = inhibitors of enzymes used to reach an NAD/NADH endpoint; coupled PK/LDH NADH assays, four targets; IC50, µM (doses to about 10 µM), for inactives: at the highest dose inhibition; 65,000 tested, 0.02% active; AID 774;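 active = single-dose screening hits from any of four coupled enzyme assays that gave an IC50 when retested across doses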;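 note: the DPM-DC format reads NADH fluorescence rather than 340 nm absorbance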
5-HT1A blocker = 5-HT1a (human) receptor antagonism; CHO 5-HT1a Ga15 NFAT-bla reporter, antagonist mode; inhibition, % at 10 µM; 62,000 tested, 0.68% active;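 active = inhibition above the mean of all tested compounds plus 3 SD, cut at about 43% in these data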;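 note: receptor stimulated by 5-CT agonist at 100 nM near EC80; beta-lactamase reporter measured by ratiometric fluorescence of a cleavable substrate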
HTR1E antagonist = antagonists of human 5-HT1E serotonin receptor | inhibition, % at 6 µM | AID 571 | CHO 5-HT1E Ga15 NFAT-bla reporter, FRET, antagonist | P28566 | 65,000 tested, 0.99% active;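 active = inhibition above a set limit, the mean inhibition across every tested compound plus 3 SD, cut at about 29% in these data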;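 note: signal is the 460 over 535 nm emission ratio of beta-lactamase substrate; 0% = agonist plus DMSO wells and 100% = wells without agonist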
RORa activator = activators of human nuclear receptor RORA; CHO-K1 Gal4-RORA LBD luciferase reporter, luminescence; percent increase over mock-subtracted basal signal; activation, % at 10 µM; P35398; AID 560; 65,000 tested, 1.5% active;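 active = activation above the mean of all tested compounds plus 3 SD, cut at about 49% in these data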;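 note: 0% = DMSO-treated RORA cells and 100% = added signal equal to DMSO minus mock-transfected cells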
Target sequence (P35398 whole entry, looked up, the tested form may be a part): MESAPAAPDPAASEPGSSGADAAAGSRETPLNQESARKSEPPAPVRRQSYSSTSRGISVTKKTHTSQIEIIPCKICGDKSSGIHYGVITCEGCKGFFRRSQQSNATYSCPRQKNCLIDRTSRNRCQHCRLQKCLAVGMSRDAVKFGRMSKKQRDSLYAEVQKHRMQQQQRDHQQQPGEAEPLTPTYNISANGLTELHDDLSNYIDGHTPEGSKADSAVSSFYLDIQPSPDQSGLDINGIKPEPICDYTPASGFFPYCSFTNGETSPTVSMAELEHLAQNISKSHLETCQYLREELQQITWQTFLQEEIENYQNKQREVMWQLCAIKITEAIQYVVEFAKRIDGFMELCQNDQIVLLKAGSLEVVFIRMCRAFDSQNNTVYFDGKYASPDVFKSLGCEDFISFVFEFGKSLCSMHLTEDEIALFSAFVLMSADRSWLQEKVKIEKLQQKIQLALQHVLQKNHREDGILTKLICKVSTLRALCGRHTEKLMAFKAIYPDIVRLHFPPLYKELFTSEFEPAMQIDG
tolC growth inh = blocks growth of E. coli BW25113 tolC mutant | OD615 | growth inhibition, % at 10 µM (by protocol) | 65,000 tested, 2.2% active;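 active = growth inhibition at or above a cutoff equal to the mean over every tested compound plus 3 SD, cut at about 60% in these data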;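 note: growth measured after 20 h incubation at 37 °C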
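Signal: optical density read at 615 nm; Assay system: E. coli ΔtolC::kan strain BW25113; Times: 20 h incubation with compound, 37 °C; Dosing: 10 µM final, single dose.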
5HT1E ag = 5-HT1E (human) receptor agonism. P28566. CHO 5-HT1E Ga15 NFAT-bla reporter, FRET; 0% DMSO wells, 100% control agonist wells. activation, % at 6 µM. 65,000 tested, 0.69% active. AID 574;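 active = activation above a set limit, the screen-wide mean activation plus 3 SD, cut at about 8.5% in these data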;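 note: 100% = positive control agonist at 1 µM giving full maximal response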
5HT1a ag = agonists of human 5-HT1a serotonin receptor; P08908; CHO 5-HT1a Ga15 NFAT-bla reporter, FRET ratio; 0% basal, 100% maximal reference agonist; activation, % at 10 µM; 65,000 tested, 0.56% active; AID 567;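 active = activation above the screen-wide mean activation plus 3 SD, cut at about 19% in these data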;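 note: 0% = DMSO wells and 100% = 5-CT at EC100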
SF1 activator = activates the human nuclear receptor SF-1; activation, % at 10 µM; AID 522; 65,000 tested, 1.9% active; Q13285; CHO-K1 Gal4-SF-1 LBD luciferase reporter; % increase over DMSO SF-1-specific signal;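 active = activation above the mean activation of all tested compounds plus 3 SD, cut at about 50% in these data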
Target sequence (Q13285 whole entry, looked up, the tested form may be a part): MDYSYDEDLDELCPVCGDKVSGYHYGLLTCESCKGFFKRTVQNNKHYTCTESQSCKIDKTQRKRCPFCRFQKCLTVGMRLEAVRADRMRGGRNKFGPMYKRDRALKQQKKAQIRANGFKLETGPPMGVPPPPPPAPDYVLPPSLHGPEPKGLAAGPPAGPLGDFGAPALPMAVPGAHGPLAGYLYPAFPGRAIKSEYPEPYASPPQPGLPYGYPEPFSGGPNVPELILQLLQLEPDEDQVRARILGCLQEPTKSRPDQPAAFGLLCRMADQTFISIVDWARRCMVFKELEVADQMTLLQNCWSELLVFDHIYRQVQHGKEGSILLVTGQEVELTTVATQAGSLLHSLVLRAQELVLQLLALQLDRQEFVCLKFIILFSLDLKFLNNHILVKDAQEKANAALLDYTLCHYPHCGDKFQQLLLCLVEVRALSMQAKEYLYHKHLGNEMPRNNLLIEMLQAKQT
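Assay system: CHO-K1 cells co-transfected with Gal4 DBD–human SF-1 LBD, 5xGal4 luciferase reporter; doses: 10 µM only; incubation: 20 h compound exposure at 37 °C after 1 h cell settling; signal: luciferase light emission; evaluation: percent activation versus DMSO; repeats: one test per compound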
Active calls of the source: *; [ ] = dose if it differs, or a comment. An unsorted share of the library. Share with any hit: about 7.2%.

CCOC(=O)N1CCN(c2c(-c3ccc(C)c(C)c3)c(=O)c2=O)CC1 was read as MMP-13 inhibitor -3, NADH enzymes 6%, 5-HT1A blocker -11, HTR1E antagonist 5, RORa activator -16, tolC growth inh -4, 5HT1E ag 0.2, 5HT1a ag -0.6 and SF1 activator -4.
`CSc1cccc(NC(=O)CN(C2CCCCC2)S(C)(=O)=O)c1` gave MMP-13 inhibitor 2, NADH enzymes 2%, 5-HT1A blocker 18, HTR1E antagonist -1, RORa activator -5, tolC growth inh 11, 5HT1E ag -0.9, 5HT1a ag -1.3 and SF1 activator -16.
Screening Cc1ccc(C)c(N2CCN(C(=O)Cn3cccc3)CC2)c1 returned MMP-13 inhibitor 1, NADH enzymes 2%, 5-HT1A blocker -16, HTR1E antagonist 3, RORa activator 3, tolC growth inh 12, 5HT1E ag -0.9, 5HT1a ag -0.1 and SF1 activator -9.
For CCOC(=O)c1cnn(-c2nc(C)cc(C)n2)c1N the results were MMP-13 inhibitor 4, NADH enzymes 6%, 5-HT1A blocker -2, HTR1E antagonist -3, RORa activator 3, tolC growth inh -11, 5HT1E ag -0.8, 5HT1a ag -1.2 and SF1 activator 0.
Screening Cc1csc(NC(=O)C2CCC(C)(C(=O)O)C2(C)C)n1 (centres undefined) returned MMP-13 inhibitor 4, NADH enzymes 11%, 5-HT1A blocker -3, HTR1E antagonist -2, RORa activator -21, tolC growth inh -41, 5HT1E ag -0.7, 5HT1a ag -2.1 and SF1 activator 4.
CCNC(=O)C1CC(=O)N(Cc2ccc3c(c2)OCO3)C(=Nc2ccc(OCC)cc2)S1 (centres undefined) was read as MMP-13 inhibitor -1, NADH enzymes 2%, 5-HT1A blocker 13, HTR1E antagonist 3, RORa activator 4, tolC growth inh -18, 5HT1E ag 0.4, 5HT1a ag -5.2 and SF1 activator -25.
`CCCN1C2CCCC1CC(NC(=O)c1ccccc1F)C2` (centres undefined) gave MMP-13 inhibitor 2, NADH enzymes 4%, 5-HT1A blocker 1, HTR1E antagonist -6, RORa activator -10, tolC growth inh -21, 5HT1E ag -1.0, 5HT1a ag -1.5 and SF1 activator -2.
For COc1ccc(NS(=O)(=O)c2ccc3c(c2)oc(=O)n3C)c(OC)c1 the results were MMP-13 inhibitor 1, NADH enzymes 5%, 5-HT1A blocker -8, HTR1E antagonist -3, RORa activator -1, tolC growth inh -10, 5HT1E ag 0.3, 5HT1a ag -1.0 and SF1 activator 6.
Screening CCc1nnc(NC(=O)CSc2nnc(-c3ccco3)n2C)s1 returned MMP-13 inhibitor 2, NADH enzymes 8%, 5-HT1A blocker 8, HTR1E antagonist -6, RORa activator -6, 5HT1E ag 0.4, 5HT1a ag 0.8 and SF1 activator -6.
`c1ccc2c3c(cc(N4CCOCC4)c2c1)OC1(N2CCOCC2)CCCCC1O3` (centres undefined) gave MMP-13 inhibitor -153[fluorescence artefact?], NADH enzymes 10%[fluoresces], 5-HT1A blocker -4, HTR1E antagonist -8, RORa activator 5, tolC growth inh 30, 5HT1E ag 0.2, 5HT1a ag -0.9 and SF1 activator -6.
Cc1cc(C)c(C#N)c(Nc2ccccc2Cl)n1 was read as MMP-13 inhibitor 1, NADH enzymes 6%, 5-HT1A blocker -2, HTR1E antagonist -2, RORa activator -8, tolC growth inh -8, 5HT1E ag 0.5, 5HT1a ag -2.1 and SF1 activator -20.
Screening Cn1nnnc1SCc1c(F)cccc1F returned MMP-13 inhibitor 3, NADH enzymes 7%, 5-HT1A blocker -14, HTR1E antagonist -14, RORa activator -22, tolC growth inh -11, 5HT1E ag 0.1, 5HT1a ag -4.3 and SF1 activator 3.
CCCN1CCN(c2ncnc3c2nnn3Cc2ccccc2)CC1 was read as MMP-13 inhibitor 0, NADH enzymes 1%, 5-HT1A blocker 8, HTR1E antagonist -6, RORa activator 21, tolC growth inh 12, 5HT1E ag -0.7, 5HT1a ag -2.4 and SF1 activator 33.
Screening CCn1c(CNC(=O)c2ccc(OC)c(OC)c2)nnc1SCC(=O)c1ccc(OC)cc1 returned MMP-13 inhibitor 3, NADH enzymes 7%, 5-HT1A blocker -6, HTR1E antagonist 1, RORa activator 7, tolC growth inh -11, 5HT1E ag -0.4, 5HT1a ag -0.9 and SF1 activator 0.
For O=C(Nc1ccc(OC(=O)c2ccco2)cc1)c1ccco1 the results were MMP-13 inhibitor 6, NADH enzymes 2%, 5-HT1A blocker 8, HTR1E antagonist -34, RORa activator -2, tolC growth inh 8, 5HT1E ag 0.1, 5HT1a ag -3.0 and SF1 activator 3.
Screening Cc1cccc(-c2noc(CN(C(C)C)S(=O)(=O)c3ccc(F)cc3)n2)c1 returned MMP-13 inhibitor 3, NADH enzymes 3%, 5-HT1A blocker 15, HTR1E antagonist -4, RORa activator -9, tolC growth inh 45, 5HT1E ag -0.1, 5HT1a ag 1.6 and SF1 activator -6.
Cc1csc(NC(=O)C2CCCO2)n1 (centres undefined) was read as MMP-13 inhibitor 0, NADH enzymes 2%, 5-HT1A blocker 0, HTR1E antagonist 5, RORa activator -4, tolC growth inh -11, 5HT1E ag 3.1, 5HT1a ag -1.9 and SF1 activator -8.
`CCN(CC)CCCN1C(=O)C(=O)/C(=C(/O)c2ccccc2)C1c1ccccn1` (centres undefined) gave MMP-13 inhibitor 4, NADH enzymes 2%, HTR1E antagonist 5, RORa activator -23, tolC growth inh 20, 5HT1E ag -0.5, 5HT1a ag 2.4 and SF1 activator -5.
Screening CC1CCN(CCCNC(=O)c2cc3sccc3n2C)CC1 returned MMP-13 inhibitor -144, NADH enzymes 7%, 5-HT1A blocker -7, HTR1E antagonist -11, RORa activator 3, tolC growth inh 7, 5HT1E ag 2.2, 5HT1a ag 4.0 and SF1 activator 2.
For C=CCNc1nc(N2CCCCC2)c(C#N)c2c1CN(Cc1ccccc1)CC2 the results were MMP-13 inhibitor -11, NADH enzymes 6%, HTR1E antagonist -17, RORa activator 5, tolC growth inh 10, 5HT1E ag -0.2, 5HT1a ag 9.6 and SF1 activator -9.
Screening CCN(CC)CCOC(=O)c1c(C)n(C)c2ccc(OC)cc12 returned MMP-13 inhibitor -5, NADH enzymes 2%, HTR1E antagonist -2, RORa activator -26, tolC growth inh 1, 5HT1E ag 0.4, 5HT1a ag 1.8 and SF1 activator 14.
For O=C(CSc1nnc(-c2cccnc2)n1Cc1ccco1)c1ccc2ccccc2c1 the results were MMP-13 inhibitor 2, NADH enzymes 10%, 5-HT1A blocker 16, HTR1E antagonist -6, RORa activator -15, tolC growth inh 25, 5HT1E ag -1.2, 5HT1a ag -9.5 and SF1 activator 18.
Clc1ccc(-c2nn3cnnc3s2)c(Cl)c1 was read as MMP-13 inhibitor 3, NADH enzymes 3%, 5-HT1A blocker -3, HTR1E antagonist -1, RORa activator 2, tolC growth inh 12, 5HT1E ag -0.1, 5HT1a ag -2.0 and SF1 activator -10.
`O=C(Nc1ccc(NC(=O)C2CC2)nc1)c1ccncc1` gave MMP-13 inhibitor -3, NADH enzymes 7%, 5-HT1A blocker -21, HTR1E antagonist -13, RORa activator -3, tolC growth inh -18, 5HT1E ag 0.1, 5HT1a ag 1.7 and SF1 activator -9.
Screening COC(=O)c1ccc(Nc2cc(C)nc3nc(C)nn23)cc1 returned MMP-13 inhibitor 7, NADH enzymes 7%, 5-HT1A blocker -2, HTR1E antagonist -17, RORa activator 11, tolC growth inh -13, 5HT1E ag 1.1, 5HT1a ag -0.6 and SF1 activator 5.
Screening CS(=O)(=O)N(CC(=O)NC1CCCCC1)c1cccc(Cl)c1 returned MMP-13 inhibitor 2, NADH enzymes 1%, 5-HT1A blocker 15, HTR1E antagonist 0, RORa activator -19, tolC growth inh -4, 5HT1E ag 0.1, 5HT1a ag -4.2 and SF1 activator -10.
N#CC1=C(N)OC2=C(C(=O)CCC2)C1C1C=CCCC1 (centres undefined) was read as MMP-13 inhibitor 2, NADH enzymes 8%, 5-HT1A blocker 9, HTR1E antagonist -4, RORa activator 11, tolC growth inh 1, 5HT1E ag -0.5, 5HT1a ag -1.6 and SF1 activator 7.
`Cc1cccc(N2CCN(C(=O)c3ccncc3)CC2)c1C` gave MMP-13 inhibitor 0, NADH enzymes 11%, 5-HT1A blocker -7, HTR1E antagonist -3, RORa activator 27, tolC growth inh 10, 5HT1E ag 19*, 5HT1a ag 2.2 and SF1 activator 3.
Nc1nnc(CSc2ccc(Cl)cc2)s1 was read as MMP-13 inhibitor 1, NADH enzymes 0%, HTR1E antagonist 7, RORa activator -3, tolC growth inh 3, 5HT1E ag 0.3, 5HT1a ag -2.8 and SF1 activator -9.
CCOC(=O)Cc1nnc(NC(=O)C(CC)Sc2nc(C)cc(=O)[nH]2)s1 (centres undefined) was read as MMP-13 inhibitor 8, NADH enzymes 1%, 5-HT1A blocker -4, HTR1E antagonist -7, RORa activator 9, tolC growth inh -2, 5HT1E ag 0.4, 5HT1a ag 0.0 and SF1 activator 8.
CC(=O)N(Cc1cccs1)C1CCOC(C)(C)C1 (centres undefined) was read as MMP-13 inhibitor 2, NADH enzymes 5%, 5-HT1A blocker -1, HTR1E antagonist 17, RORa activator -11, tolC growth inh -6, 5HT1E ag -1.1, 5HT1a ag 0.4 and SF1 activator 3.
Screening COc1cc(Cl)c(C)cc1NC(=O)CSc1nnc(-c2cccnc2)n1Cc1ccco1 returned MMP-13 inhibitor 3, NADH enzymes 1%, 5-HT1A blocker 10, HTR1E antagonist 4, RORa activator -7, tolC growth inh 19, 5HT1E ag -1.2, 5HT1a ag 2.3 and SF1 activator 11.
For CCOC(=O)c1c(NC(=O)c2ccoc2C)sc2c1CCC2 the results were MMP-13 inhibitor -8, NADH enzymes 6%[fluoresces], 5-HT1A blocker 11, HTR1E antagonist -4, RORa activator -6, tolC growth inh 6, 5HT1E ag 0.3, 5HT1a ag -0.3 and SF1 activator 16.
N#CC1=C(N)N(c2ccccc2)C2=C(C(=O)CCC2)C1c1ccsc1 (centres undefined) was read as MMP-13 inhibitor 6, NADH enzymes 4%, 5-HT1A blocker 9, HTR1E antagonist 2, RORa activator 11, tolC growth inh 12, 5HT1E ag -0.4, 5HT1a ag -1.5 and SF1 activator -1.
`COc1ccc(C(=O)N2CCCC(c3nc(-c4cccs4)no3)C2)cc1` (centres undefined) gave MMP-13 inhibitor 3, NADH enzymes 12%, 5-HT1A blocker -8, HTR1E antagonist -4, RORa activator 3, tolC growth inh 12, 5HT1E ag -0.6, 5HT1a ag 0.4 and SF1 activator -5.
For CCCCn1c(SCC(=O)Nc2cc(C)on2)nc2c1c(=O)n(C)c(=O)n2C the results were MMP-13 inhibitor 2, NADH enzymes 6%, 5-HT1A blocker -3, HTR1E antagonist 11, RORa activator 17, tolC growth inh 30, 5HT1E ag 0.9, 5HT1a ag 1.6 and SF1 activator -3.
For COC(=O)c1c(NC(C)=O)sc2c1CCCC2 the results were MMP-13 inhibitor -6, NADH enzymes 6%, 5-HT1A blocker 7, HTR1E antagonist 2, RORa activator -9, tolC growth inh 7, 5HT1E ag -0.5, 5HT1a ag -1.5 and SF1 activator 5.
For COC(=O)c1cc(Nc2cc(C)nc3ncnn23)cc(C(=O)OC)c1 the results were MMP-13 inhibitor 4, NADH enzymes 3%, 5-HT1A blocker 0, HTR1E antagonist -1, RORa activator -20, tolC growth inh -3, 5HT1E ag 1.4, 5HT1a ag 0.3 and SF1 activator 21.
